L3MBTL1 block: blocks human L3MBTL1; Q9Y468; 230,000 tested, 0.66% active; Potency, µM (titrated, usually from 57.1 µM), for the others: at the top dose activity, negative = inhibition, hits mostly inhibitors; AlphaScreen L3MBTL1–H3K9me1 peptide binding; AID 485360; active = well fitted inhibition curve with a large enough effect; inconclusive = small, poorly fitted or top-dose-only effect; inactive = no such curve, though single readings can be large or run the other way; also: nearly all actives have a fitted effect of over 60% in size
Target sequence (Q9Y468 whole entry, looked up): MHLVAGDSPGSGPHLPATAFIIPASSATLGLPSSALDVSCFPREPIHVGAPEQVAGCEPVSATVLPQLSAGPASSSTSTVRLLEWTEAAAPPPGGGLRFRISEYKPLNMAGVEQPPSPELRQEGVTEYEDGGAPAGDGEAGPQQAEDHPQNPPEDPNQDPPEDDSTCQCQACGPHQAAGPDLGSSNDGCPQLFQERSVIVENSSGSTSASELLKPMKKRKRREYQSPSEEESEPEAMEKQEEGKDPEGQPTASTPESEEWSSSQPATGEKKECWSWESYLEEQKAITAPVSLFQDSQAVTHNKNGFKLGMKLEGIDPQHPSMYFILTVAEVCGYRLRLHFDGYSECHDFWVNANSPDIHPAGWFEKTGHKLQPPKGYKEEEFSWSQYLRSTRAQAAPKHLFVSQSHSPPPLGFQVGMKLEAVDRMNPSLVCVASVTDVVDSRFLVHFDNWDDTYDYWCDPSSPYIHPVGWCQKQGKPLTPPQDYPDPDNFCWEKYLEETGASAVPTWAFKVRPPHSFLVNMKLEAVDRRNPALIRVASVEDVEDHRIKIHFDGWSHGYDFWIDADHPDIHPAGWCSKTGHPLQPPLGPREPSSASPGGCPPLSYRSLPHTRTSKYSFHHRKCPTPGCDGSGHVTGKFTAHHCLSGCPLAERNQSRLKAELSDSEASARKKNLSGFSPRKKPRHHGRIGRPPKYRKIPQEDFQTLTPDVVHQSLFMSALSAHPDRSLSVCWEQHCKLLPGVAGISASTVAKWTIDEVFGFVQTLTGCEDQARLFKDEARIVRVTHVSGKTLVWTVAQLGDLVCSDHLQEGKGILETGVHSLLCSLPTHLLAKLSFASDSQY
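L3MBTL1 (50 nM) pre-complexed 30 min with biotinylated H3(1-15)K9me1 peptide (75 nM), then compounds added for 30 min at room temperature; AlphaScreen streptavidin donor/nickel chelate acceptor beads (10 ug/mL final) read after 30 min dark incubation.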
Numbers without * were called inactive; ? = inconclusive; & = joins results of further samples; [ ] = another dose, or the depositor's remark. % is scaled to controls: 0 for no effect and ±100 for the full control effect; potency is read from the fitted curve at half-maximal effect. Not all compounds are listed; rates above refer to the full screens.

smiles	L3MBTL1 block
Cc1ccc(C(=O)OCC(=O)NCCc2ccc(F)cc2)cc1S(=O)(=O)N1CCOCC1	0%
Oc1ccc(C23CCCC2C2(CCCC2)c2ccc(O)cc2O3)c(O)c1 (stereo not drawn)	0%
O=C(COC(=O)/C=C/c1ccco1)NCc1ccc(Cl)cc1Cl	-2%
N#CCC(=O)Nc1ccc(C(=O)OCC(=O)NC2CCCc3ccccc32)cc1 (stereo not drawn)	-9%
CC(=O)c1c(C)[nH]c(C(=O)OCC(=O)N(C)c2c(N)n(Cc3ccccc3)c(=O)[nH]c2=O)c1C	-2%
CCCn1nc(C(=O)NNC(=O)c2ccc(OC(F)F)cc2)c2ccccc2c1=O	-2%
O=C(COC(=O)Cn1nc(-c2ccccc2)oc1=O)Nc1ccc(F)cc1	-2%
COc1cccc(C(=O)NCC2(c3ccccc3)CCCC2)c1OC	7%
CC(CCc1ccc(O)cc1)NCc1ccc(Br)cc1 (stereo not drawn)	28%
CCc1ccc(NC(=O)CSc2nccn(-c3ccc4c(c3)OCCO4)c2=O)cc1	?
CC(=O)c1ccc(NC(=O)C2CCCO2)cc1 (stereo not drawn)	-9%
CC[C@]12c3[nH]c4ccccc4c3CCN1C(=O)C(CC(=O)NCC13CC4CC(CC(C4)C1)C3)C[C@@H]2C(=O)N1CCN(C(=O)c2ccco2)CC1 (stereo partly drawn)	-8%

A few values from above:
CC(=O)c1ccc(NC(=O)C2CCCO2)cc1 (stereo not drawn) in L3MBTL1 block is listed with -9%
Cc1ccc(C(=O)OCC(=O)NCCc2ccc(F)cc2)cc1S(=O)(=O)N1CCOCC1 in L3MBTL1 block is listed with 0%
CC[C@]12c3[nH]c4ccccc4c3CCN1C(=O)C(CC(=O)NCC13CC4CC(CC(C4)C1)C3)C[C@@H]2C(=O)N1CCN(C(=O)c2ccco2)CC1 (stereo partly drawn) in L3MBTL1 block is listed with -8%
CC(=O)c1c(C)[nH]c(C(=O)OCC(=O)N(C)c2c(N)n(Cc3ccccc3)c(=O)[nH]c2=O)c1C in L3MBTL1 block is listed with -2%
O=C(COC(=O)/C=C/c1ccco1)NCc1ccc(Cl)cc1Cl in L3MBTL1 block is listed with -2%
O=C(COC(=O)Cn1nc(-c2ccccc2)oc1=O)Nc1ccc(F)cc1 in L3MBTL1 block is listed with -2%
Oc1ccc(C23CCCC2C2(CCCC2)c2ccc(O)cc2O3)c(O)c1 (stereo not drawn) in L3MBTL1 block is listed with 0%

The listing continues.
smiles	L3MBTL1 block
CC(C(=O)Nc1nnc(C2CC2)s1)N1C(=O)C2CC=CCC2C1=O (stereo not drawn)	-11%
Cc1ccc(C(=O)Oc2ccc(-c3nnco3)cc2)o1	1%
Cc1ccc(C(=O)NCC(=O)OCN2C(=O)c3ccccc3C2=O)cc1C	0%
Cc1ccc(S(=O)(=O)NC(CC(C)C)C(=O)N2CCCCCCC2)cc1 (stereo not drawn)	6%
COc1cccc(NC(=O)CN(C)C(=O)c2c(C)nn(CC(C)C)c2Cl)c1	3%
CCOc1ccccc1N1CCN(C(=O)CN2C(=O)NC3(CCCC3)C2=O)CC1	3%
CC1CCCCC12NC(=O)N(CC(=O)Nc1ccc3[nH]c(=O)[nH]c3c1)C2=O (stereo not drawn)	1%
O=C(COC(=O)c1ccc(Cl)nc1)Nc1ccc2c(c1)CCC2	-2%
CCCCCc1nnc(NC(=O)c2ccc(N3CCCC3=O)cc2)s1	0%
COc1ccc(CCC(C)N(C)Cc2ccccc2)cc1 (stereo not drawn)	5%
Nc1nnnn1/N=C/c1ccc(Br)cc1	0%
COC(=O)N1C(=O)[C@@](c2ccccc2)(C2CCCC2)N1C(=O)OC	4%

Of the compounds above, these have sulfur.
smiles	L3MBTL1 block
Cc1ccc(C(=O)OCC(=O)NCCc2ccc(F)cc2)cc1S(=O)(=O)N1CCOCC1	0%
CCc1ccc(NC(=O)CSc2nccn(-c3ccc4c(c3)OCCO4)c2=O)cc1	?
CC(C(=O)Nc1nnc(C2CC2)s1)N1C(=O)C2CC=CCC2C1=O (stereo not drawn)	-11%
Cc1ccc(S(=O)(=O)NC(CC(C)C)C(=O)N2CCCCCCC2)cc1 (stereo not drawn)	6%
CCCCCc1nnc(NC(=O)c2ccc(N3CCCC3=O)cc2)s1	0%

The list continues.
smiles	L3MBTL1 block
O=C(NC1=NCCS1)c1ccccc1	-8%
CCCCn1c(N)c(N(CCC(C)C)C(=O)COC(=O)c2cccnc2OCC)c(=O)[nH]c1=O	-3%
CCOc1ccc(/C=N/NC(=O)c2ccc(F)cc2)cc1CN1CC2CC(C1)c1cccc(=O)n1C2 (stereo not drawn)	-12%
COc1ccc(Cl)cc1NC(=S)NC(=O)c1ccco1	5%
CC1(NC(=O)CCc2ccccc2)CCN(CCCc2ccccc2)C1=O (stereo not drawn)	5%
CC[C@@]12C(=O)N(c3cccc(Cl)c3)C(=O)N1[C@H](c1cccc(C)c1)[C@@H]1C(=O)N(Cc3ccccc3)C(=O)[C@@H]12	-6%
O=S(=O)(c1cc(F)ccc1F)N1CCC2(CC1)OCCN2S(=O)(=O)c1ccccc1	4%
O=C(OCc1c(-c2ccccc2)ncc2ccccc12)c1ccccc1C(F)(F)F	6%
O=C(Nc1cccc(Cl)c1)c1nc[nH]c1C(=O)NCCN(CCNC(=O)c1[nH]cnc1C(=O)Nc1cccc(Cl)c1)CCNC(=O)c1[nH]cnc1C(=O)Nc1cccc(Cl)c1	-3%
c1cncc(CNc2ncnc3ccc(-c4ccc5c(c4)OCO5)cc23)c1	14%&-7%
CCOC(=O)c1c(C)[nH]c(C(=O)OCC(=O)Nc2sccc2C(N)=O)c1C	?
CC[C@]12c3[nH]c4ccccc4c3CCN1C(=O)C(CC(=O)NCC13CC4CC(CC(C4)C1)C3)C[C@@H]2C(=O)N1CCN(C(=O)C2CC2)CC1 (stereo partly drawn)	2%
C[C@@H]1CN([C@@H](C)CO)C(=O)c2cc(NS(=O)(=O)c3cccs3)ccc2O[C@H]1CN(C)Cc1ccc(C(F)(F)F)cc1	-3%
CSc1ncccc1C(=O)Nc1ccc2c(c1)OCO2	0%
COC(=O)[C@H](CCSC)NC(=O)Cn1ccc(NC(=O)OCc2ccccc2)nc1=O	-7%
Cc1cccc(NC(=O)c2cccc(S(=O)(=O)NCc3ccccc3)c2)n1	-5%
COc1ccc([C@H]2CC(=O)C=C(c3ccc(OC(F)(F)F)cc3)C2)cc1OC	-5%
CON(C)C(=O)CCN(C(=O)OC(C)(C)C)c1ccccc1	2%
COc1ccc(F)c(CN2CCCC(CO)(Cc3cccc(Cl)c3)C2)c1 (stereo not drawn)	-4%
CC(C)(Oc1ccc(Cl)cc1)C(=O)Nc1cccc(S(=O)(=O)NC2=NCCC2)c1	-3%
NS(=O)(=O)c1ccc(CNC(=O)c2cccc(S(=O)(=O)N3CCc4ccccc43)c2)cc1	0%
CCSCc1nc(N)nc(NCCc2ccccc2)n1	3%
O=C(NCCc1ccc(F)cc1)c1cccc2c1C(=O)c1ccc(N3CCC(Cc4ccccc4)CC3)cc1S2(=O)=O	18%
Cc1ccc(SCC(=O)N(C)CC(=O)Nc2cccc(F)c2)c(C)c1	-11%
O=C(CSc1nc(=O)n2ccccc2n1)N1CCCCCC1	1%
O=C(CCC(F)(F)F)N1CCC(CO)(CCc2ccccc2)CC1	13%
O=C1NC2=C(C(=O)CCC2)C(c2cccc([N+](=O)[O-])c2)N1 (stereo not drawn)	2%
CC[C@@]12C(=O)N(c3ccc(C)cc3)C(=O)N1[C@H](c1cccc(C)c1)[C@@H]1C(=O)N(Cc3ccccc3)C(=O)[C@@H]12	5%
CC(OC(=O)C1CC2CCCC(C1)C2=O)C(=O)Nc1cccc([N+](=O)[O-])c1 (stereo not drawn)	35%[activator]
Nc1nc(SCC(=O)c2c(N)n(C3CC3)c(=O)[nH]c2=O)n[nH]1	7%
CC(=O)C1=C(O)C(=O)N(c2ccc(Br)cc2)C1c1ccccc1[N+](=O)[O-] (stereo not drawn)	5%
Cc1cc(C)c(C)c(S(=O)(=O)N2CCN(C(=O)c3ccccn3)CC2)c1C	4%
COC(=O)c1ccc(/C=C/c2c(-c3ccc(OC)cc3)sc3ccccc23)cc1	0%
CCCCCCCNC(=O)C1(CC2CC(c3cccc(Br)c3)=NO2)CCN(C(=O)C2CCCC2)CC1 (stereo not drawn)	-4%
Cc1ccc(Br)c(NS(=O)(=O)c2cccc(C(=O)N3CCNC(=O)C3)c2)c1	5%
CC(OC(=O)CCCOc1ccccc1)C(=O)Nc1ccc(Cl)cn1 (stereo not drawn)	11%
O=C1c2ccccc2[C@@H]2C[C@H](NC34CC5CC(CC(C5)C3)C4)[C@@H](O)CCN12	-10%
Cc1cc(=O)oc2c(C)c(OCC(=O)N3CC[C@@]4(O)CCCC[C@H]4C3)ccc12	1%
Cc1noc(C)c1NC(=O)Nc1cccc2c1O[C@H](CN(C)C(=O)Nc1ccc3c(c1)OCO3)[C@@H](C)CN([C@H](C)CO)C2=O	8%
COc1cc(C(c2c(C)[nH][nH]c2=O)c2c(C)[nH][nH]c2=O)cc(Br)c1OC	-3%
O=C(O)c1cc([N+](=O)[O-])c(Nc2cccc3ccccc23)c([N+](=O)[O-])c1	-2%
COc1cc(NC(=O)CCc2c(C)noc2C)c(Cl)cc1C(=O)O	-4%
COc1ccc2c(C(=O)c3ccc(C)cc3)n(CCCC(N)=O)[n+]([O-])c2c1	-2%
COc1ccccc1C(=O)Nc1cccc(NC(=O)c2ccccc2C)c1	0%
CCN(C(=O)COC(=O)c1ccc(C)c(S(=O)(=O)N2CCOCC2)c1)C1CCS(=O)(=O)C1 (stereo not drawn)	-11%
CC(Sc1nnc(C2CC2)n1C)C(=O)Nc1ccc2c(c1)CCC2 (stereo not drawn)	-3%
C=CCNC(=O)c1ccc(CN(c2ccc(OCC)cc2)S(=O)(=O)c2ccc(C)cc2)cc1	4%
CC1=CN(S(=O)(=O)c2ccc(C)cc2)C[C@@H]2[C@H]3CC[C@H](C3)[C@H]12	13%
CCCCn1c(C)nc2cc(S(=O)(=O)N3CCOCC3)ccc21	5%
O=C(Cc1ccccc1)Nc1ccc(C(=O)NCc2ccccc2)cc1	-2%
CC(C)(CN1CCOCC1)NS(=O)(=O)c1ccccc1	6%
Cc1c(C)c2c(OCC(=O)NCC(O)c3ccccc3)cc3c(c2oc1=O)CCC(C)(C)O3 (stereo not drawn)	4%
CCCn1c(CCNc2nc(-c3ccc(Cl)c([N+](=O)[O-])c3)cs2)nc2cc(Cl)c(Cl)cc21	-1%
CN(C)C(=O)CCc1ccc2c3c([nH]c2c1)[C@]1(C)[C@@H](C(=O)N2CCCCC2)C[C@H](CC(=O)NCCN2CCOCC2)C(=O)N1CC3	-11%
Cc1ccccc1NC(=O)C(=O)NCC1CCCN1S(=O)(=O)c1cccs1 (stereo not drawn)	-7%
Oc1ccc(C=Nc2cccc3ccccc23)c(O)c1	-12%
CC(C)c1cc(=O)n2c(nc3ccccc32)[nH]1	-2%
CC(C)CC1NC(=O)N(CC(=O)N(C)C2CCCCC2)C1=O (stereo not drawn)	-2%
COc1cccc(NC(=S)NC(=O)/C=C/c2ccc(F)cc2)c1	-4%[2.29 µM]
COc1ccc(NC(=O)CN(C)S(=O)(=O)c2ccc(Cl)cc2)cn1	-1%

(listing goes on)
smiles	L3MBTL1 block
O=C(Cn1nc(C(=O)O)c2ccccc2c1=O)Nc1cc(C(F)(F)F)ccc1-n1cncn1	2%
COc1ccc2[nH]c3c(c2c1)CCN1C(=O)C(CC(=O)NCCCn2ccnc2)C[C@H](C(=O)N(C(C)C)C(C)C)[C@@]31C (stereo partly drawn)	-5%
Cc1ccccc1COC(=O)CNC(=O)c1sc2ccccc2c1Cl	31%[activator]
Cc1nnc(NC(=O)CC23CC4CC(CC(C4)C2)C3)s1	7%
O=C(CN1c2cccc3cccc(c23)S1(=O)=O)N1CCCCC1	-5%
COCCCn1c(SC(C)C(=O)Nc2c(C)n(C)n(-c3ccccc3)c2=O)n[nH]c1=O (stereo not drawn)	3%
CCCn1nc(C(=O)N2CCN(S(=O)(=O)c3ccc(C)c(C)c3)CC2)c2ccccc2c1=O	2%
O=C(NCCCCc1ccccc1)c1cccc(Br)c1	1%
COc1ccc(S(=O)(=O)Nc2ccc3c(c2)C(=O)N([C@H](C)CO)C[C@H](C)[C@@H](CN(C)S(C)(=O)=O)O3)cc1	1%
O=C(OCc1ccc([N+](=O)[O-])cc1)c1cc(S(=O)(=O)N2CCCCC2)ccc1N1CCOCC1	-4%
COc1ccccc1NC(=O)COC(=O)COc1cccc2c1OC(C)(C)C2	6%
CCOc1ccc(NC(=O)CN(C)C(=O)C2CC2C)cc1OCC (stereo not drawn)	0%
CC(N)C(=O)NC(C(=O)N1CCCC1C(=O)NC(c1ccccc1)c1ccccc1)C(C)C (stereo not drawn)	15%
COC(=O)c1c(NC(=O)Cc2ccccc2)sc2c1CC(C)(C)NC2(C)C	-2%
COc1cccc(C#Cc2c(CO)[nH]c3ccccc23)c1	-11%
Cc1cccc(NS(=O)(=O)c2nnc(NC(=O)c3ccc(Cl)cc3)s2)c1	-5%
COc1cc(/C=C2\SC(=Nc3ccccc3OC)NC2=O)ccc1O	-4%
Cc1cc(OCC(=O)OCC(=O)Nc2ccc(Cl)cn2)ccc1Cl	7%
O=C(COc1ccc(-c2nnco2)cc1)Nc1c(Cl)cccc1C(F)(F)F	5%
COc1ccccc1N1CCNC(C)C1=O (stereo not drawn)	11%[2.29 µM]
CC(=O)c1ccc(OCC(=O)NC2CCCCCC2)cc1	6%
CN1C(=O)C(C)(C)c2cc(S(=O)(=O)N(C)Cc3ccccc3)ccc21	-1%
CC(C)c1ccc(NC(=O)C2CC2c2ccccc2)cc1 (stereo not drawn)	0%
Cc1cc(C)n2nc(C(=O)OCC(=O)NC(=O)c3ccccc3)nc2n1	3%
Cc1ccc(C(=O)COC(=O)c2ccc(Cl)c(N)c2)s1	5%

Screening data deposited in PubChem BioAssay by National Center for Advancing Translational Sciences (NCATS).
